Screening results deposited in PubChem by National Center for Advancing Translational Sciences (NCATS).
HepG2 viability: kills HepG2 cells in TGF-b inhibitor counter-screen; hit rate 0.76% among 410,000; HepG2 CAGA-GFP viability, ATP luminescence, 18 h; Potency, µM (highest dose often 46.1 µM), without a hit: top-dose activity change, negative = cytotoxicity, hits mostly cytotoxic; further: potency means the concentration at half of the fitted maximal effect; some results filed as inactive show a strong effect at the top dose
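CellTiter-Glo luminescence gave cytotoxicity after 18 hours at 37 degrees C. The cells were HepG2 CAGA-GFP in 1% FBS DMEM, stimulated with 500 pg/mL TGF-beta after compound addition. %Activity was normalised to no-cell wells (complete cell-killing) and DMSO (no toxicity), and curves were fitted and classified.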
Nrf2 block: inhibitors of Nrf2 signaling; A549 ARE-Fluc reporter, luciferase luminescence, 18-24 h; hit rate 2.1% among 360,000; Potency, µM (highest dose often 46 µM), for inactives: top-dose activity change, negative = inhibition, usual class: inhibitors; further: potency means the concentration at half of the fitted maximal effect; on the % scale 0 is the no-effect control and ±100 the full control effect; nearly all actives have a fitted effect of over 60% in size
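A549 ARE_Fluc cells, 5000/well, 5% FBS OPTI-MEM; compounds in dose-response, 18-24 h at 37 °C/5% CO2; CellTiter-Fluor viability read (Ex 405/Em 525), then BugLite luciferase luminescence = Nrf2 activity.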
ATXN viability: reduces viability in counter-screen for ATXN expression inhibitors. Potency, µM (highest dose often 56.7 µM), usual class: cytotoxic. hit rate 0.49% among 400,000. AID 651635. S2 cells (HEK-293 line with an ATXN2-luciferase reporter) viability, CellTiter-Fluor protease fluorescence, 24 h; further: potency means the concentration at half of the fitted maximal effect; nearly all actives have a fitted effect of over 40% in size
pAkt inh: Akt phosphorylation inhibition. Neuro2A IGF-stimulated pAkt S473 HTRF, 20 min; active compounds read low. activity change, % for hits at 50 µM. hit rate 0.32% among 360,000. AID 651550; in the data active means activity change below about -80%; inconclusive means mostly about -51% to -80%; further: on the % scale 0 is the no-effect control and ±100 the full control effect
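Single-point screen (50 µM final compound) in Neuro2A cells stimulated 20 min with 6 nM IGF at 37 deg C. After lysis, Ser473-phosphorylated Akt read by HTRF (ex 330 nm, em 615/665 nm) as the 665/615 ratio.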
A549 viability: A549 cytotoxicity, counter-screen for Nrf2 inhibitors. A549 ARE-Fluc cells, CellTiter-Fluor viability, 18-24 h. Potency, µM (doses to about 46 µM), for inactives: top-dose activity change, negative = cytotoxicity, hits mostly inhibitors. hit rate 0.16% among 390,000; further: potency means the concentration at half of the fitted maximal effect; on the % scale 0 is the no-effect control and ±100 the full control effect
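Cytotoxicity counterscreen: CellTiter-Fluor fluorescence was measured in A549 ARE_Fluc cells after 18-24 h of compound exposure in a concentration series. The subsequent BugLite luminescent read reports ARE-luciferase activity.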
MmCpn inh: blocks the Methanococcus maripaludis chaperonin Mm-Cpn; purified Mm-Cpn ATPase, ADP Transcreener TR-FRET; Potency, µM (titrated, usually from 76.9 µM), without a hit: top-dose activity, negative = inhibition, usual class: inhibitors; hit rate 0.031% among 330,000; AID 504842; further: potency means the concentration at half of the fitted maximal effect; on the % scale 0 is the no-effect control and ±100 the full control effect; nearly all actives have a fitted effect of over 80% in size
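Eu-cryptate anti-ADP/ADP-d2 competition gives a ratio inversely related to ADP. Enzyme at 25 nM was pre-exposed to compound for 10 min, then given 10 uM ATP for 30 min, 37°C throughout.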
TGFb SMAD3 inh: TGF-b pathway inhibition. Potency, µM (doses to about 46.1 µM), for inactives: top-dose activity, negative = inhibition, hits mostly inhibitors. hit rate 1.2% among 410,000. HepG2 CAGA-GFP TGF-b/SMAD3 reporter, GFP fluorescence, 18 h; TGF-beta stimulated, 500 pg/mL final; further: potency means the concentration at half of the fitted maximal effect; on the % scale 0 is the no-effect control and ±100 the full control effect; nearly all actives have a fitted effect of over 65% in size
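HEPG2 CAGA-GFP, 1000 cells/well; 2 h settle, 37 C; cpd via pin tool; TGF-b 500 pg/mL final; 18 h, 37 C; GFP imaging ex488/em500-530; %Activity normalised to -TGF-b and +DMSO controls; CRC fit, curve class.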
CCT chaperon mod: changes cytosolic chaperonin activity. purified chaperonin ATPase assay, HTRF ADP detection, 30 min. activity change, % (concentration not given with the values), hits read low. hit rate 0.3% among 360,000; in the data active means activity change below about -30%; further: on the % scale 0 is the no-effect control and ±100 the full control effect
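TRiC (40 or 20 nM final, by batch activity) in 30 mM Tris pH 7.4, 100 mM KCl, 5 mM MgCl2, 1 mM DTT was treated with compound at 76 uM single dose, then 10 uM ATP, 30 min at 37 °C. ADP was read by HTRF Transcreener.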
Nrf2 activator: Nrf2 pathway activation | AREc32 ARE-luciferase reporter (MCF7-derived line), luminescence, 24 h | Potency, µM (titrated, usually from 46.1 µM), for inactives: top-dose activation, actives largely listed as activators | hit rate 0.31% among 410,000 | AID 624171; further: potency means the concentration at half of the fitted maximal effect; % of control where 0% means no effect; nearly all actives have a fitted effect of over 65% in size
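ARE activation measured as luciferase luminescence (Steady-Glo, 30 min RT) in AREc32_Fluc cells after 24 hr compound exposure at 37 deg C, 5% CO2; cells seeded overnight at 1000/well in OPTI-MEM, 5% FBS.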
Starred values were filed as active, the others as inactive; i = inactive; ? = inconclusive; . = no result given; & = joins results of further samples; [ ] = another dose, or the depositor's remark. Unless noted, the call rests on the fitted dose curve; in most records, active means well fitted curve in the direction sought with a large enough effect; inconclusive means small, poorly fitted or top-dose-only effect, or another doubt; inactive means no such curve, though single readings can be large; an effect the other way counts as inactive or inconclusive.

entry	smiles	MmCpn inh	TGFb SMAD3 inh	A549 viability	Nrf2 activator	CCT chaperon mod	ATXN viability	HepG2 viability	pAkt inh	Nrf2 block
1	Cc1cc(C)c2sc(C)[n+](CCCS(=O)(=O)[O-])c2c1	0%	-3%	-3%	-0.4%	-0.3	i	3%	i	8%
2	Cc1ccc(S(=O)(=O)CC(=O)Nc2cccc(C)n2)cc1	2%	6%	2%	-0.2%	-0.5	i	-6%	i	4%
3	COC(=O)C(=O)/C=C(\O)c1ccc(C)cc1	0%	14%	3%	0.0%	-0.3	i	12%	i	0%
4	Cc1ccc2oc(=O)c3cnn(CC(=O)NCc4ccccc4Cl)c3c2c1	.	-26%	12%	0.5%	.	.	-19%	.	-7%
5	Cc1c(C(=O)NCCNc2ncc(C(F)(F)F)cc2Cl)cccc1[N+](=O)[O-]	0%	?	-12%	-0.1%	-0.3	i	-9%	i	?
6	Cc1ccc(CN2CC(C(=O)Nc3cccc(S(=O)(=O)N4CCCCC4)c3)CC2=O)cc1 (stereo unspecified)	2%	0%	13%	2.8%	-4.1	i	-18%	i	-8%
7	COc1cc(NS(=O)(=O)c2ccc(-n3cccn3)cc2)cc(OC)c1	.	-17%	.	-0.2%	-1.8	i	-28%	i	.
8	O=C(NCC(c1ccc(F)cc1)N1CCOCC1)c1cccnc1Sc1ccccc1Cl (stereo unspecified)	1%	18%	-1%	-0.4%	1.3	i	-2%	i	-16%

Some entries already given, limited to pAkt inh:
| entry | molecule | pAkt inh |
| --- | --- | --- |
| 5 | Cc1c(C(=O)NCCNc2ncc(C(F)(F)F)cc2Cl)cccc1[N+](=O)[O-] | i |
| 2 | Cc1ccc(S(=O)(=O)CC(=O)Nc2cccc(C)n2)cc1 | i |
| 1 | Cc1cc(C)c2sc(C)[n+](CCCS(=O)(=O)[O-])c2c1 | i |
| 3 | COC(=O)C(=O)/C=C(\O)c1ccc(C)cc1 | i |

Further records:
entry	smiles	MmCpn inh	TGFb SMAD3 inh	A549 viability	Nrf2 activator	CCT chaperon mod	ATXN viability	HepG2 viability	pAkt inh	Nrf2 block
9	O=C(CN1C(=O)c2cccc([N+](=O)[O-])c2C1=O)NNC(=O)c1ccc(F)cc1	0%	-12%	1%	-0.8%	-0.4	i	4%	i	-2%
10	CCOC(=O)C1=C(N)N2C(=O)C(C)SC2=C(C(=O)OCC)C1c1cc(OC)c(OC)c(OC)c1 (stereo unspecified)	0%	0%	0%	0.1%	-2.2	i	6%	i	1%
11	CN(C)S(=O)(=O)n1cc(/C=C(\NC(=O)c2ccccc2Cl)C(=O)N2CCCC2)c2ccccc21	0%	1%	-2%	0.0%	0.7	?	7%	i	2%
12	COc1ccccc1OCCNC(=O)/C=C/c1ccc([N+](=O)[O-])cc1	3%	-23%	5%	3.1%	-0.4	i	-7%	i	-1%
13	Cc1ccc2oc(C(=O)Nc3nnc(CC(C)C)s3)c(C)c2c1	0%	-11%	-4%	-1.1%	-11	i	0%	i	-4%
14	CCN(CC(O)Cn1c2ccccc2c2ccccc21)S(=O)(=O)c1ccc(C)cc1 (stereo unspecified)	-3%	10µM*	-26%	1.5%	-0.4	i	-73%	i	?
15	COc1ccc(/C=N\NC(=O)c2cc(O)c(O)c(O)c2)cc1CN1CCN(c2ccc(F)cc2)CC1	1%	0%	-4%	0.5%	2.4	i	-17%	i	5%
16	O=C(Nc1ccccc1-c1nnn(CC(=O)N2CCN(c3ccccc3)CC2)n1)c1cccs1	-4%	5%	-3%	-0.3%	-3.6	i	-5%	i	-6%
17	CCN1C[C@@H]2[C@@H]3C(=O)N(C)C(=O)[C@@H]3[C@](Cc3ccccc3)(C(=O)OC)N2C1=NCc1ccccc1	.	-3%	-8%	-0.6%	-4.2	i	-1%	i	12%
18	Cc1nn(C(=O)c2cccc([N+](=O)[O-])c2)c(C)c1Cl	-1%	11%	-1%	-0.8%	0.6	i	9%	i	4%
19	O=C(CSc1n[nH]c(-c2cccs2)n1)NCc1ccc2c(c1)OCO2	-2%	0%	-6%	0.4%	-4.9	i	-19%	i	1%
20	Cc1nc2ccc(S(=O)(=O)CCC(=O)Nc3ccc(C)c(C)c3)cc2s1	.	-20%	-1%	2.5%	.	.	-11%	.	20%
21	COc1cc2c(=O)c(S(=O)(=O)c3ccc(C)cc3)cn(Cc3cccc(C)c3)c2cc1OC	.	?	3%	-0.1%	.	i	-14%	.	-11%
22	O=C(CNCC1CCCO1)N1CCCc2ccccc21 (stereo unspecified)	0%	-24%	-5%[1.84 µM]	-0.8%	-2.4	i	3%	i	2%
23	CCCN1C(=O)C(O)(C2CC(=O)CC(C)(C)O2)c2ccccc21 (stereo unspecified)	3%	7%	4%	0.2%	0.2	i	-15%	i	.
24	O=C(O)CN1C(=O)C2C3C=CC(C3)C2C1=O (stereo unspecified)	3%	4%	5%	-0.7%	-3.5	i	1%	i	0%
25	COC(=O)c1ccc(NC(=O)CSc2nc(C)cc(=O)[nH]2)cc1	-1%	?	-4%	0.3%	-2.7	i	8%	i	-20%
26	Cc1cc(C(=O)NC(Cc2c[nH]c3ccccc23)C(=O)O)c(C)o1 (stereo unspecified)	1%	12%	-5%	-0.1%	-0.1	i	3%	i	7%
27	CN(c1nc2nonc2nc1NC1CC1)C1CCOC1 (stereo unspecified)	2%	-25%	-3%	-0.6%	1.9	i	-9%	i	-14%
28	CN1CCc2c(sc3nc(SCC(N)=O)n(-c4ccc(Cl)cc4)c(=O)c23)C1	-6%	0%	2%	5.2%	0.7	i	-20%	i	6%
29	COc1ccc(CC(=O)Oc2ccc(C)cc2Br)cc1OC	-9%	-22%	0%	3.4%	-0.9	i	0%	i	-9%
30	CCOC(=O)c1cccc(NC(=O)CSc2nc3cccnc3n2C)c1	-2%	-4%	-16%	1.8%	1.9	i	-19%	i	?
31	CSc1ccc(CCNC(=O)c2cc(C)nc3c2c(C)nn3-c2ccccc2)cc1	.	3%	?	0.2%	.	i	-6%	.	-21%
32	O=C(c1ccccc1Cl)N(Cc1ccc(Br)cc1)N1C(=O)CCCC1=O	-1%	-5%	0%	0.0%	-0.8	i	23%	i	8%
33	COc1ccc(CNC(=O)C2CC(c3cccc(OC)c3)=NO2)cc1 (stereo unspecified)	0%	0%	7%	-0.4%	1.4	i	-1%	i	.
34	COC(=O)C(=O)Nc1nnc(COc2ccccc2)s1	2%	-1%	10%	-0.2%	-3.2	i	-3%	i	1%
35	CC[C@@H]1[C@H]2CCCC(=O)N3CC[C@@H](C[C@@H]1OC(=O)NCc1ccccc1)[C@@H]23	5%	11%&6%	-6%	-0.3%	-0.2	?	0%&29%	i	4%
36	O=C(CN1CCSCC1)N/N=C/c1ccccc1F	-1%	-2%	1%	-0.5%	-4.7	i	-19%	-98%*	0%
37	COC1CCCN(C(=O)c2ccc3nc(Cc4cccc(Cl)c4)oc3c2)C1 (stereo unspecified)	-2%	-20%	-1%	0.7%	-0.7	i	-3%	i	8%
38	CCOc1ccc(C(=O)C2CCN(C(=O)c3ccc([N+](=O)[O-])cc3)CC2)cc1	1%	?	-8%	3.8%	-2.7	.	-19%	i	?
39	COCC(C)NCc1cccc(C)c1 (stereo unspecified)	0%	11%	-1%	0.2%	-2.3	?	-7%	i	-5%
40	O=S(=O)(Nc1nc2ccccc2s1)c1cc(F)ccc1F	-2%	-5%	-12%	0.3%	-5.2	i	-10%	i	0%

Two of the compounds above, with values under each structure:
Below each SMILES – MmCpn inh | TGFb SMAD3 inh | A549 viability | Nrf2 activator | CCT chaperon mod | ATXN viability | HepG2 viability | pAkt inh | Nrf2 block
29. COc1ccc(CC(=O)Oc2ccc(C)cc2Br)cc1OC
    -9% | -22% | 0% | 3.4% | -0.9 | i | 0% | i | -9%
30. CCOC(=O)c1cccc(NC(=O)CSc2nc3cccnc3n2C)c1
    -2% | -4% | -16% | 1.8% | 1.9 | i | -19% | i | ?

(continued)
entry	smiles	MmCpn inh	TGFb SMAD3 inh	A549 viability	Nrf2 activator	CCT chaperon mod	ATXN viability	HepG2 viability	pAkt inh	Nrf2 block
41	Cc1ccc(Nc2cccccc2=O)cc1	0%	0%	-19%	2.6%	-2.2	i	-63%	i	21%
42	CN(c1ccc(OCC(=O)NC2CCCC2)cc1)S(=O)(=O)c1cccs1	3%	?	-8%	-0.8%	-5.0	i	-19%	i	-19%
43	O=C(CSc1nnc(-c2ccccc2F)o1)OCc1ccccc1	-3%	18%	4%	-1.3%	3.1	i	-21%	i	1%
44	NS(=O)(=O)c1ccc(CCNC(=O)C2CCN(c3ncnc4c3nc3n4CCCCC3)CC2)cc1	0%	-7%&8%	-5%&1%	0.3%&-0.4%	0.1	i	-19%&2%	.	?

As entered above.
HepG2 viability with `CN(c1ccc(OCC(=O)NC2CCCC2)cc1)S(=O)(=O)c1cccs1` is entered as -19%
TGFb SMAD3 inh with `NS(=O)(=O)c1ccc(CCNC(=O)C2CCN(c3ncnc4c3nc3n4CCCCC3)CC2)cc1` is entered as -7%&8%
TGFb SMAD3 inh with `Cc1ccc(Nc2cccccc2=O)cc1` is entered as 0%
HepG2 viability with `O=C(CSc1nnc(-c2ccccc2F)o1)OCc1ccccc1` is entered as -21%
